F508del corr: CFTR F508del correction in bronchial cells | 350,000 compounds, 0.36% hits | activity (quench increase), % at 7.58 µM | CFBE cells, YFP halide quenching; stimulated with forskolin plus potentiator P3; % fluorescence drop versus neutral controls | AID 720511;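 active = mean added fluorescence quench of at least 8% versus neutral control, with both replicates also reaching 8%; inconclusive = only one of the mean or replicate conditions met; inactive = mean below 8% and not both replicates reaching 8%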;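 also: cells transiently co-express mutant CFTR-F508del with the halide-sensitive YFP; corrector assay measuring rescue of mutant channel to the surface after 24 h compound exposure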
miR122 inh: inhibitors of miR-122 in Huh7 cells. activation (reporter increase), % at 12.5 µM. Huh7 miR-122 Renilla luciferase sensor, 48 h; neutral wells = 0, positive control = 100. 340,000 compounds, 0.3% hits;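 active = mean replicate activation score at least 90 and every replicate individually at or above 90; inconclusive = only one of the two criteria met; inactive = neither criterion met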;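 also: higher luciferase means less miR-122 activity so hits act as miR-122 inhibitors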
FN deposition inh: fibronectin deposition inhibition; AH1F fibroblasts, Alexa488-fibronectin deposition fluorescence, overnight; inhibition, % at 12.6 µM; 350,000 compounds, 0.086% hits; AID 743247;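 active = mean inhibition across replicates of 30% or more, regardless of how many single replicates reach that level; inconclusive = mean under 30% yet at least half of replicates reach 30%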;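 also: positive control wells lacked labelled fibronectin entirely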
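Test system: AH1F fibroblast monolayer depositing Alexa488-labelled fibronectin into matrix. Input: 10000 cells per well. Technique: fluorescence, ex 485 nm, em 525 nm. Buffer or medium: DMEM plus 2% serum, read in PBS. Timing: 1 h cell adhesion before compound, then overnight fibronectin incubation. Compound: single dose, pinned. Read-out basis: inhibition from reduced deposited-fibronectin fluorescence.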
INS-1E GSIS act: GLuc luminescence reporter in INS-1E cells, primary screen for activators of glucose-dependent secretion of insulin | INS-1E GLuc reporter insulin secretion, 2-3 h | activation, % at 16.6 µM | 370,000 compounds, 0.61% hits | AID 743287;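 active = lowest replicate activation of at least 40%, so every replicate reaches that level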;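 also: 0% = median of neutral control wells and 100% = median of IBMX positive control wells; some compounds called inactive have numbers as strong as hits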
PAX8 inh HTS: inhibitors of PAX8 transcriptional activity in RMG-I cells; inhibition, % at 12.6 µM; 360,000 compounds, 1.2% hits; RMG-I TPO-luciferase reporter, SteadyGlo, 24 h;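 active = mean replicate inhibition at least 60% with every replicate also reaching 60%; inconclusive = only one of the two criteria is met; inactive = mean below 60% and not all replicates reaching 60%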;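 also: luciferase light reporting Pax8 driven TPO promoter activity; plate controls were median of neutral control wells for no effect and mitoxantrone controls for full effect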
DENV2 CPE: inhibitors of DENV2 cytopathic effect | CPE inhibition, % at 9.99 µM | 350,000 compounds, 1.7% hits | AID 651640 | DENV2-infected cells, cytopathic effect rescue, plate reader; in the data active = CPE inhibition above about 20%, passing the limit was not always enough; inconclusive = no clear call, values can overlap the other calls; tested in BHK-21 cells;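 also: 0% = median of neutral control wells and 100% = median of positive control wells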
EWS-Fli block: inhibitors of EWS/Fli oncoprotein transcriptional activity; A673 NR0B1-luciferase reporter, viability-normalised; inhibition, % at 12.6 µM; 350,000 compounds, 0.67% hits;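 active = mean inhibition of at least 50% after viability correction, with every replicate also passing that limit; inconclusive = mean reaches 50% but only one of two replicates passes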;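 also: firefly luciferase signal divided by Alamar Blue viability fluorescence both relative to DMSO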
* = called active by the depositor; ? = inconclusive; . = not tested or not shown; [ ] = remark or other dose.

structure | miR122 inh | PAX8 inh HTS | F508del corr | FN deposition inh | DENV2 CPE | INS-1E GSIS act | EWS-Fli block
O=C(Nc1nnc([C@@H]2C[C@H](O)[C@@H](CO)O2)s1)Nc1ccccc1C(F)(F)F | . | -8 | -0.4 | 1 | -6 | 5 | -9
Cc1nc2cc(C(F)(F)F)ccc2n1CCNc1nc(-c2ccc([N+](=O)[O-])c(Cl)c2)cs1 | -2 | -8 | -0.9 | -8 | -7 | -27 | -1
COc1ccccc1N1CCN(C(=O)Cn2ncc3c([nH]c4ccccc43)c2=O)CC1 | -2 | -2 | -0.4 | 7 | -4 | 9 | 7
CCN(C(=O)COC(=O)/C(C#N)=C/c1ccc(N(C)C)cc1)C1CCS(=O)(=O)C1 (stereo not given) | -2 | -32 | -0.1 | 2 | -8 | . | -61
Cc1ccc2cc(C#N)c(N3CCCN(S(=O)(=O)c4ccccc4)CC3)nc2c1 | 5 | 14 | . | 3 | . | . | .
CC1CCCCN1C(=O)CSc1nc2ncccc2[nH]1 (stereo not given) | -3 | -2 | 0.4 | 6 | 5 | -8 | -12
O=C(Nc1ccccc1)c1sc(N2CCOCC2)nc1-c1ccccc1 | . | 8 | . | -2 | 1 | 9 | -6
CO[C@H]1CN(C)C(=O)c2cc(NC(=O)NC(C)C)ccc2OC[C@@H](C)N(Cc2ccc(-c3ccccn3)cc2)C[C@@H]1C | -12[16.7 µM] | . | 2.5 | 5 | -4 | -42 | 11
COc1ccc(/C(C)=N/Nc2ccccc2Cl)c(O)c1 | 5 | -28 | 0.3 | -7 | -1 | -4 | -89
Cn1cc(C(=O)NCCO)c(=O)c2ccccc21 | 1 | -7 | -2.1 | . | -5 | -5 | 11
Cc1ccc(-c2cc(C(=O)N/N=C/c3ccccc3O)n[nH]2)o1 | -11 | -23 | -1.1 | 13 | 1 | -12 | .
COc1ccc(S(=O)(=O)Nc2ccc3c(c2)C(=O)N([C@H](C)CO)C[C@@H](C)[C@H](CN(C)S(=O)(=O)c2ccc(Cl)cc2)OCCCC[C@@H](C)O3)cc1 | -14[16.7 µM] | 56 | 1.7 | 5 | 19 | -3 | 9
CN(C)C(=O)c1cccc(-c2ccc([C@H]3[C@@H](CO)N4C(=O)CN(C(=O)CC5CC5)C[C@@H]34)cc2)c1 | . | . | 2.3 | . | -3 | -2 | .
COc1ccc(-c2nn(-c3ccccc3)cc2C(=O)NCC2CCCO2)cc1 (stereo not given) | . | 6 | -0.2 | 7 | 0 | -14 | .
COCC(=O)N1[C@H](C(=O)N2CCOCC2)[C@@H](CO)[C@@H]2Cn3c(ccc(C4=CCCCC4)c3=O)[C@@H]21 | . | -21 | . | . | -4 | 2 | -16
O=c1[nH]c(=S)[nH]c2scc(-c3ccc(Br)cc3)c12 | -7 | 1 | 0.8 | -6 | -2 | -2 | -7
COc1ccccc1NC(=O)CSc1nc(=O)n2cc(C)ccc2n1 | -7 | 17 | 2.3 | 7 | 6 | 14 | 2
O=C(Nc1ccc(-c2ccccc2)cc1)[C@H]1[C@H](CO)[C@H]2Cn3c(cccc3=O)[C@H]2N1CC1CCOCC1 | -4[16.7 µM] | . | -0.1 | 1 | 10 | -12 | -2
COc1cccc(-c2ccc3c(c2)[C@@H]2[C@@H](CCN2C(=O)NC2CCCC2)[C@@H](CO)N3C)c1 | -1[16.7 µM] | 18 | -0.4 | 2 | -22 | -1 | -15
Cc1ccc(C(=O)CSc2ccc(-c3cccnc3)nn2)cc1 | 4 | -9 | 0.7 | -7 | -3 | -3 | -9
CC[C@]1(c2ccccc2)C(=O)N(C(=O)OC)N1C(=O)OC | 2 | 11 | 0.1 | 6 | -8 | 2 | 1
O=C(c1ccc(Br)cc1)N1CCN(S(=O)(=O)c2ccccc2)CC1 | -2 | -25 | 2.7 | 12 | -5 | -6 | 6
CCOC(=O)C1CCN(C(=O)/C=C/c2ccc(OC)cc2)CC1 | 9 | -130 | . | 7 | . | . | .
CCCNC(=O)[C@@]1(C)c2ccccc2C(=O)N(Cc2ccccc2)[C@H]1c1ccc(CO)cc1 | . | . | -0.6 | . | 4 | . | 2
C[C@@H]1CN([C@@H](C)CO)C(=O)c2cc(NC(=O)C3CCCCC3)ccc2O[C@H]1CN(C)Cc1ccccc1 | 6[16.7 µM] | 1 | -1.5 | . | . | -3 | 0
Cc1ccccc1CN1CCCC(C(=O)Nc2ccccc2Oc2cccnc2)C1 (stereo not given) | -6 | 19 | -0.5 | 7 | -6 | 7 | 13
O=C(CCC(=O)Nc1cccc2ccccc12)N/N=C/c1ccco1 | -9 | 6 | -1.4 | -7 | 5 | 10 | -1
COc1ccc2c3c(n(C)c2c1)[C@H](CO)N(C(=O)c1ccncc1)CC31CCN(CC2CC2)CC1 | . | . | -0.8 | -2 | 9 | 14 | -2
Nc1c(NCc2ccccc2)c(=O)c1=O | -2 | 3 | . | -8 | -1 | 10 | 7
COc1ccc(CCNC(=O)CN2C(=O)CCSc3ccccc32)c(OC)c1 | . | -2 | 1.7 | -1 | 2 | 7 | 4
CC(C)NC(=O)N(C)C[C@H]1Oc2ccc(NS(=O)(=O)c3ccccc3)cc2CC(=O)N([C@H](C)CO)C[C@H]1C | -2[16.7 µM] | -13 | 3.5 | . | 1 | -3 | -1
COc1ccc(C(=O)NCCONC(=O)c2ccc(OC)cc2)cc1 | 0 | -7 | -3.3 | . | -10 | 2 | -4
CCOc1ccccc1N1CCN(C(=O)/C=C/c2cccc([N+](=O)[O-])c2)CC1 | -1 | 7 | . | . | . | 4 | .
O=C(c1ccncc1)N1CCN(C(=O)c2ccncc2)CC1 | -4 | . | 1.4 | . | . | 18 | -3
CN(C)c1cc(Cl)c2nonc2c1N | -10 | 6 | -5.7 | -10 | 3 | -9 | -5
C[C@@H]1CCCCO[C@@H](CN(C)S(=O)(=O)c2ccc(F)cc2)[C@@H](C)CN([C@@H](C)CO)C(=O)c2cc(NC(=O)Nc3ccc(F)cc3)ccc2O1 | 0[16.7 µM] | 10 | -2.1 | 7 | 9 | 5 | 6
COc1ccccc1OCCC(=O)OCC(=O)Nc1cccc(Br)c1 | . | -16 | . | 2 | . | 2 | .
C=CCc1ccccc1Oc1cc(F)nc(N)n1 | 5 | 24 | -0.3 | -8 | -5 | 4 | 8
COc1ccc(NC(=O)Nc2cccc3c2O[C@H](CN(C)Cc2ccc(C(F)(F)F)cc2)[C@@H](C)CN([C@@H](C)CO)C3=O)cc1 | 45[16.7 µM] | . | -1.6 | . | -1 | -9 | -1
CCCCC(=O)O[C@H]1CC[C@H]2[C@@H]3CCc4cc(O)ccc4[C@H]3CC[C@]12C | 0 | 12 | -2.9 | 1 | 0 | . | 25
CC(OC(=O)C1CCN(c2ccc(C(F)(F)F)cn2)CC1)C(=O)Nc1ccc(S(N)(=O)=O)cc1 (stereo not given) | 0 | 1 | -1.1 | -1 | -10 | 1 | 11
COc1ccc(CNC(=O)Cc2c(C(=O)O)[nH]c3ccccc23)c(OC)c1 | . | 10 | -0.7 | 10 | 1 | 46 | 5
C[C@@H]1CN([C@H](C)CO)C(=O)Cc2cc(NC(=O)C3CCCCC3)ccc2O[C@@H]1CN(C)C(=O)Nc1ccccc1 | 0[16.7 µM] | -27 | -0.7 | . | -4 | 3 | 0
Cc1cc(OCC(=O)NC2CC(C)(C)NC(C)(C)C2)c2c(C)cc(=O)oc2c1 | -7 | -4 | 0.8 | -17 | -2 | -14 | 0
C[C@@H]1CN([C@H](C)CO)C(=O)c2cc(NC(=O)Nc3ccc(F)cc3)ccc2O[C@@H]1CN(C)Cc1ccc(Oc2ccccc2)cc1 | 9[16.7 µM] | . | 2.9 | . | 3 | -15 | 16
CCCCOCCCNC(=O)C[C@@H]1C[C@@]2(C(=O)OC)CCCCC=C2N(Cc2cccc3ccccc23)C1=O | . | 28 | 0.9 | 7 | -8 | -11 | 2
CCS(=O)(=O)NCC[C@@H]1CC[C@@H](NS(=O)(=O)c2ccccc2C)[C@@H](CO)O1 | . | -11 | -1.8 | -16 | ? | 4 | -6
COC(=O)c1cc(-c2ccccc2)on1 | -6 | 17 | . | 1 | . | . | .
CN(C)CCCNC(=O)C(=O)Nc1ccc2c(c1)N(S(=O)(=O)c1cccs1)CCC2 | 0 | 39 | 0.8 | 1 | -4 | 6 | 6
C=CCSc1nc2ccccc2n2cnnc12 | -11 | 14 | -0.7 | 1 | 2 | 36 | 2
COc1ccc2c3c([nH]c2c1)C1(NCC3)C(=O)Nc2ccccc21 (stereo not given) | -2 | 1 | 0.5 | -1 | 2 | -20 | -2
Cc1ccc(S(=O)(=O)Nc2ccc3c(c2)C(=O)N([C@H](C)CO)C[C@@H](C)[C@H](CN(C)C(=O)Nc2ccc(C(F)(F)F)cc2)OCCCC[C@@H](C)O3)cc1 | -1[16.7 µM] | 69* | 0.3 | -7 | -9 | -6 | 18
O=C(O)c1cc(C(=O)O)cc(N2C(=O)c3ccccc3C2=O)c1 | . | 14 | 0.1 | -5 | 14 | 18 | -4
CC1(C)CC(=O)C2=C(C1)N(c1ccccc1)C(=O)CC2c1ccsc1 (stereo not given) | -5 | 6 | -5.2 | -3 | -4 | 6 | -2
C[C@@H]1CN([C@H](C)CO)C(=O)c2cc(C#C[C@@H](C)O)cnc2O[C@H]1CN(C)C(=O)c1ccccc1F | 0[16.7 µM] | . | -0.7 | . | 0 | 16 | -1
C[C@@H]1CN([C@H](C)CO)C(=O)c2cc(Br)cnc2O[C@@H]1CN(C)CC1CCCC1 | -4[16.7 µM] | . | -0.7 | . | 2 | 11 | -14
C[C@H](CO)N1C[C@H](C)[C@@H](CN(C)C(=O)Cc2ccccc2)OCCCC[C@H](C)Oc2ccc(NC(=O)Cc3ccccc3)cc2C1=O | 23[16.7 µM] | -23 | 0.4 | -2 | 19 | -31 | 3
CN(C(=O)CC1C(=O)NCCN1Cc1cccc(C(F)(F)F)c1)C1CCOCC1 (stereo not given) | . | 5 | -0.8 | . | -5 | -17 | .

Whole records from above. Order of screens: miR122 inh, PAX8 inh HTS, F508del corr, FN deposition inh, DENV2 CPE, INS-1E GSIS act, EWS-Fli block
CN(C(=O)CC1C(=O)NCCN1Cc1cccc(C(F)(F)F)c1)C1CCOCC1 (stereo not given) as listed: ., 5, -0.8, ., -5, -17, .
C=CCSc1nc2ccccc2n2cnnc12 as listed: -11, 14, -0.7, 1, 2, 36, 2
COc1ccc2c3c([nH]c2c1)C1(NCC3)C(=O)Nc2ccccc21 (stereo not given) as listed: -2, 1, 0.5, -1, 2, -20, -2
C[C@@H]1CN([C@H](C)CO)C(=O)c2cc(Br)cnc2O[C@@H]1CN(C)CC1CCCC1 as listed: -4[16.7 µM], ., -0.7, ., 2, 11, -14
O=C(O)c1cc(C(=O)O)cc(N2C(=O)c3ccccc3C2=O)c1 as listed: ., 14, 0.1, -5, 14, 18, -4
